Screens as filed in PubChem.
GAA spleen mod: inhibitors or activators of human alpha-glucosidase in spleen homogenate. P10253. human spleen homogenate, 4-MU-alpha-glucoside fluorescence. Potency, µM (doses to about 79.9 µM), without a hit: at the highest dose activity change, negative = inhibition, actives largely listed as inhibitors. actives 0.006% (n = 240,000). AID 2112;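 further: 0% = enzyme with vehicle and -100% = no enzyme basal signal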
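Compounds were titrated against alpha-glucosidase in spleen homogenate at pH 5.0, with 1 mM 4-methylumbelliferyl substrate for 40 min at 37 C. Reactions were quenched with pH 10 NaOH/glycine and fluorescence measured.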
GAA inhib: inhibitors of human lysosomal alpha-glucosidase; P10253; purified human GAA, 4-MU-alpha-glucoside fluorescence; Potency, µM (top dose mostly 76.9 µM), for inactives: at the top dose activity change, negative = inhibition, most hits filed as inhibitors; actives 0.005% (n = 200,000); AID 1466;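 further: plate controls were uninhibited enzyme wells for no effect and no-enzyme background for full effect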
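Human enzyme at 4 nM with 400 uM 4-methylumbelliferyl-alpha-D-pyranoside, citrate/phosphate buffer pH 5.0, 0.005% Tween-20, 20 min at room temperature. Compounds up to 77 uM. 4-MU fluorescence (Ex 365/Em 440) read after NaOH/glycine stop; AC50 from Hill fit.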
Tau fibril ThT: tau fibrillization inhibition (ThT binding). P10636. recombinant tau K18 P301L, heparin-induced fibrillization, ThT fluorescence. Potency, µM (series often up to 57.4 µM), for inactives: at the highest dose activity, negative = inhibition, usual class: inhibitors. actives 2.1% (n = 270,000); further: on the % scale 0 is the no-effect control and ±100 the full control effect; nearly all actives have a fitted effect of over 55% in size
Target sequence (P10636 561-689 P618L limits assumed): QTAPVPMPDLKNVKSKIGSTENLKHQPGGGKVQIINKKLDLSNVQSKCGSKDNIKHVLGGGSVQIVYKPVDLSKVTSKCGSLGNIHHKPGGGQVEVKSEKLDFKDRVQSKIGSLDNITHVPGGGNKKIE
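In this qHTS, human K18 P301L tau is incubated with compound and heparin for 6 hr at 37 C, and Thioflavin T fluorescence then reports fibril load.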
GAA glycogen: alters human alpha-glucosidase cleavage of glycogen; Potency, µM (highest dose often 76.4 µM), for the others: at the highest dose activity change, negative = inhibition, hits mostly inhibitors; recombinant GAA, glycogen substrate, Amplex Red glucose oxidase fluorescence; P10253; actives 0.38% (n = 300,000);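 further: 0% = full enzyme reaction and -100% = no-enzyme basal signal; the screen sought inhibitors and activators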
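Natural-substrate format: glycogen cleavage by 4 nM human enzyme, glucose read by Amplex Red coupling (Ex 573, Em 610 nm). Normalized to enzyme and no-enzyme controls.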
Tau fluor counter: counter-screen for tau fibril formation inhibitors | tau K18 P301L Alexa594 fluorescence, heparin fibrillization | Potency, µM (titrated, usually from 57.7 µM), for the others: at the top dose activity change, negative = decrease | actives 0.93% (n = 280,000); further: on the % scale 0 is the no-effect control and ±100 the full control effect; nearly all actives have a fitted effect of over 55% in size
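Human tau K18 P301L (15 uM unlabeled, 0.24 uM Alexa 594-labeled) in 100 mM sodium acetate pH 7 with 20 uM heparin, 6 hr at 37 C. ThT 30 uM added, 1 hr ambient; Alexa 594 FP and total fluorescence read at 555/632 nm.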
Tau fibril FP: tau fibrillization inhibition (FP) | P10636 | K18 P301L tau heparin fibrillization, Alexa594 FP, 6 h | Potency, µM (doses to about 57.7 µM), for inactives: at the highest dose activity, negative = inhibition, hits mostly inhibitors | actives 0.39% (n = 280,000) | AID 1468; further: on the % scale 0 is the no-effect control and ±100 the full control effect; nearly all actives have a fitted effect of over 55% in size
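Steps: dispense K18 P301L tau (15 uM plus 0.24 uM Alexa 594 tracer, final) in pH 7 sodium acetate; add compound; add heparin (20 uM final); incubate 6 hr, 37 C; add ThT (30 uM final); after 1 hr ambient, read FP.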
aGal spleen mod: inhibitors or activators of human alpha-galactosidase in spleen homogenate; P06280; human spleen homogenate, 4MU-alpha-Gal fluorescence, 40 min; Potency, µM (titrated, usually from 80 µM), for inactives: top-dose activity change, negative = inhibition, usual class: inhibitors; actives 0.008% (n = 240,000); AID 2107;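 further: 0% = enzyme with vehicle and -100% = no enzyme basal signal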
Target sequence (P06280 32-429 limits assumed): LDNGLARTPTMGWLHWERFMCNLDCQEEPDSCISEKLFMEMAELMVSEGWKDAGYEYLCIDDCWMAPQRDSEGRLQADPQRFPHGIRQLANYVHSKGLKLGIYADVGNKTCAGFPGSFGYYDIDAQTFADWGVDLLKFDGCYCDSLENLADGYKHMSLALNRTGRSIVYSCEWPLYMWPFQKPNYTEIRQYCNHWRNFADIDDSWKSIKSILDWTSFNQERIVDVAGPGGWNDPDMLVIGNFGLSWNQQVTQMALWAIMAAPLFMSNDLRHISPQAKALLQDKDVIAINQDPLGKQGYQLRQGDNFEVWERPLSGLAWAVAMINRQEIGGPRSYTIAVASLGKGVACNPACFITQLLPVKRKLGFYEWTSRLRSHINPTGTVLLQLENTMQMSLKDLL
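qHTS titration in buffer at pH 5.0. Alpha-galactosidase activity in spleen homogenate was measured via 4-methylumbelliferone release from 1 mM fluorogenic substrate after 40 min at 37C and a pH 10 stop. AC50 came from Hill fits of control-normalized data.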
HTT ATP protect: Huntington cell model cytoprotection by ATP luminescence | Potency, µM (titrated, usually from 56.4 µM), for inactives: cytoprotection (ATP increase), usual class: activators | PC12 HTT-Q103 induced, cytoprotection, ATP luminescence, 40 h | actives 0.14% (n = 230,000);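 further: % of control where 0% means no effect; nearly all actives have a fitted effect of over 45% in size; toxic huntingtin expression switched on by the ecdysone agonist tebufenozide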
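Compounds were screened for protection of PC12 cells against cell death after tebufenozide induction (100 nM final) of mutant Huntingtin exon 1 (Q103) fused to GFP.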
Active calls of the source: *; u = inconclusive; x = no result given; [ ] = another dose, or the depositor's remark. The call rests on the fitted dose curve; in most records, active means well fitted curve in the direction sought with a large enough effect; inconclusive means small, poorly fitted or top-dose-only effect, or another doubt; inactive means no such curve, though single readings can be large; an effect the other way counts as inactive or inconclusive. Potency means the concentration at half of the fitted maximal effect.

Letters – A = GAA spleen mod; B = GAA inhib; C = Tau fibril ThT; D = GAA glycogen; E = Tau fluor counter; F = Tau fibril FP; G = aGal spleen mod; H = HTT ATP protect
CCn1c(SC2CCOC2=O)nnc1-c1ccc(Cl)cc1 (configuration not stated)
  A: -4% | B: 2% | C: 0% | D: 5% | E: 0% | F: -2% | G: -2% | H: -32%

Cc1cccc(OCC(=O)OCC(=O)c2c(N)n(C)c(=O)n(C)c2=O)c1C
  A: -7% | B: -1% | C: 2% | D: 2% | E: -18% | F: -9% | G: -8% | H: 18%

CCOc1ccc(-n2c(SCC(=O)Nc3nccs3)nc3c(c2=O)SCC3)cc1
  A: 6% | B: -3% | C: -3% | D: 6% | E: -3% | F: -1% | G: 6% | H: 5%

COCCCN=C1NN=C(c2cc(C)n(-c3ccccc3)c2C)CS1
  A: 0% | B: -11% | C: -1% | D: 5% | E: -5% | F: -5% | G: -4% | H: x

CCC(C)NCCOc1ccc(C)cc1[N+](=O)[O-] (configuration not stated)
  A: 1% | B: 0% | C: -16% | D: 11% | E: -13% | F: -5% | G: -3% | H: 6%[10 µM]

CN1CCN(S(=O)(=O)c2ccc(NC(=O)c3cccc(S(=O)(=O)N4CCCC4)c3)cc2)CC1
  A: 1% | B: u | C: 7% | D: -6% | E: -10% | F: -1% | G: -9% | H: 2%

O=C(Cc1c(C(=O)O)[nH]c2ccccc12)Nc1ccc2c(c1)OCO2
  A: 1% | B: -8% | C: -17% | D: 6% | E: -12% | F: -1% | G: 4% | H: -20%

COc1ccc2nc(N=NC3=C(O)CC(C)(C)CC3=O)sc2c1
  A: -6% | B: -35% | C: 16µM* | D: -2% | E: -22% | F: 3% | G: -3% | H: -105%[inhibitor]

O=C(O)/C=C/c1ccc2ccccc2n1
  A: 3% | B: 2% | C: -17% | D: 5% | E: -6% | F: -6% | G: 5% | H: 19%[10 µM]

Cc1ccc(N(CC(=O)NCCc2ccccc2)S(=O)(=O)c2c(C)noc2C)cc1
  A: -2% | B: -3% | C: -6% | D: -2% | E: -16% | F: -1% | G: 6% | H: 7%

COC(=O)c1c(-n2cnnn2)sc(C)c1C
  A: 0% | B: -3% | C: 0% | D: -2% | E: -4% | F: 0% | G: -1% | H: -1%

O=C(CCc1nnc(COc2ccccc2)o1)NCc1ccccc1C(F)(F)F
  A: -5% | B: 12% | C: -5% | D: 9% | E: -3% | F: 0% | G: -3% | H: -14%[10 µM]

COc1ccccc1N(CC(=O)NCCSCc1ccccc1Cl)S(C)(=O)=O
  A: x | B: x | C: -20% | D: 0% | E: -23% | F: -1% | G: x | H: x

CCOc1ccccc1NC(=O)C(=O)N/N=C/c1cc(Br)ccc1O
  A: 3% | B: -12% | C: -17% | D: 6% | E: -22% | F: -11% | G: u | H: -140%[inhibitor]

O=C(Cn1nnc(-c2ccc(Cl)cc2)n1)NC1CCN(Cc2ccccc2)CC1
  A: -10% | B: -10% | C: -13% | D: 7% | E: -10% | F: -5% | G: -14% | H: -8%

CC(=O)N1CCc2cc(S(=O)(=O)NC(Cc3ccccc3)C(=O)NCc3ccccc3)ccc21 (configuration not stated)
  A: x | B: x | C: -2% | D: -16%[76.3 µM] | E: -18% | F: 4% | G: x | H: x

O=C(CSCc1c(Cl)cccc1Cl)NCc1ccco1
  A: -24% | B: -13% | C: -13% | D: 1% | E: -5% | F: -2% | G: 1% | H: -9%[1.9 µM]

O=P(COCCOCP(=O)(c1ccccc1)c1ccccc1)(c1ccccc1)c1ccccc1
  A: 6% | B: 1% | C: 1% | D: 4% | E: -1% | F: 0% | G: 6% | H: -39%[inhibitor]

CCOC(=O)c1cnc(N)nc1C(F)(F)F
  A: 1% | B: 7% | C: 3% | D: -13% | E: 4% | F: 4% | G: 2% | H: -48%[inhibitor]

O=C(CNC(=O)c1ccccc1O)N/N=C/c1ccccn1
  A: -12% | B: -5% | C: 8% | D: -17% | E: 8% | F: -6% | G: -9% | H: x

CC1CN(C(=O)/C(C#N)=C2\N=C(NC(=O)c3ccccc3Cl)c3ccccc32)CC(C)O1 (configuration not stated)
  A: -27% | B: 1% | C: -4% | D: -3% | E: 1% | F: 1% | G: -29% | H: 23%[10 µM]

O=C(C[n+]1cc(-c2ccc(Cl)cc2)n2c1CCCCC2)c1ccccc1
  A: -7% | B: x | C: -9% | D: 5% | E: -4% | F: 1% | G: -4% | H: 26%[10 µM]

CCC(Sc1nc(-c2ccccc2)c(C#N)c(=O)[nH]1)C(=O)Nc1nnc(C)s1 (configuration not stated)
  A: -2% | B: u | C: -11% | D: -6% | E: -8% | F: -5% | G: 4% | H: 5%[10 µM]

Cc1c(NC(=O)CSc2n[nH]c(-c3ccccc3)n2)c(=O)n(-c2ccccc2)n1C
  A: -5% | B: -1% | C: -14% | D: -5% | E: -6% | F: 2% | G: -2% | H: -5%

O=C(c1ccco1)N(Cc1ccccc1)c1cccc([N+](=O)[O-])c1
  A: -7% | B: 0% | C: -2% | D: 4% | E: -13% | F: 5% | G: -4% | H: -127%[inhibitor]

Cc1c(-n2cc(C(=O)c3cc(F)ccc3O)cc(C#N)c2=O)c(=O)n(-c2ccccc2)n1C
  A: 3% | B: -1% | C: -5% | D: 2% | E: -4% | F: 9% | G: 3% | H: -15%

Cc1cccc(C2c3[nH]c4ccccc4c3CCN2C(=O)c2noc3c2CCCC3)n1 (configuration not stated)
  A: -16% | B: 6% | C: u | D: -23% | E: u | F: 15% | G: -11% | H: -72%[inhibitor]

O=C(O)C1CCCCC1C(=O)NCCCn1ccnc1 (configuration not stated)
  A: -1% | B: -6% | C: -4% | D: 3% | E: -1% | F: 4% | G: -7% | H: -48%[inhibitor][10 µM]

O=C(NCCOc1ccc(Cl)cc1)C(=O)NCC1CCCO1 (configuration not stated)
  A: 8% | B: 12% | C: -3% | D: 19% | E: -4% | F: 6% | G: 0% | H: -7%[10 µM]

COC(=O)C1=C(N)Oc2cc(C)n(CCCn3ccnc3)c(=O)c2C1c1cccc(Cl)c1 (configuration not stated)
  A: -6% | B: -5% | C: 12% | D: 4% | E: 3% | F: 6% | G: -1% | H: -6%

Ordered by the number under GAA spleen mod (falling): 5 from the list above
structure	GAA spleen mod	GAA inhib	Tau fibril ThT	Tau fibril FP
O=C(O)C1CCCCC1C(=O)NCCCn1ccnc1 (configuration not stated)	-1%	-6%	-4%	4%
Cc1c(NC(=O)CSc2n[nH]c(-c3ccccc3)n2)c(=O)n(-c2ccccc2)n1C	-5%	-1%	-14%	2%
COC(=O)C1=C(N)Oc2cc(C)n(CCCn3ccnc3)c(=O)c2C1c1cccc(Cl)c1 (configuration not stated)	-6%	-5%	12%	6%
O=C(C[n+]1cc(-c2ccc(Cl)cc2)n2c1CCCCC2)c1ccccc1	-7%	x	-9%	1%
CC1CN(C(=O)/C(C#N)=C2\N=C(NC(=O)c3ccccc3Cl)c3ccccc32)CC(C)O1 (configuration not stated)	-27%	1%	-4%	1%

Following part:
Letters – A = GAA spleen mod; B = GAA inhib; C = Tau fibril ThT; D = GAA glycogen; E = Tau fluor counter; F = Tau fibril FP; G = aGal spleen mod; H = HTT ATP protect
CCN(CC)S(=O)(=O)c1ccc(Cl)c(NC(=O)COC(=O)c2c(C)noc2C)c1
  A: -10% | B: 3% | C: 0% | D: -3% | E: -10% | F: -6% | G: -7% | H: -21%[10 µM]

CC(C)(C)NS(=O)(=O)c1ccc(NS(=O)(=O)c2ccc(F)cc2)cc1
  A: 2% | B: -4% | C: -3% | D: -5% | E: -14% | F: -7% | G: -2% | H: 7%[10 µM]

CC(C)C(NC(=O)c1ccccc1)C(=O)NC1=NCCS1 (configuration not stated)
  A: -3% | B: 5% | C: -8% | D: 1% | E: -8% | F: -3% | G: -3% | H: 0%[10 µM]

CCCCN(C(=O)CSc1nnnn1C)c1c(N)n(Cc2ccccc2)c(=O)[nH]c1=O
  A: 2% | B: x | C: x | D: 6% | E: 18% | F: 6% | G: -1% | H: -1%[10 µM]

COC(=O)c1cn(NC(=O)/C=C/c2cc(OC)ccc2OC)c(=O)c2ccccc12
  A: -1% | B: -14% | C: u | D: -5% | E: u | F: -9% | G: 1% | H: x

Cc1cccc(OCC(=O)Nc2ccc(N3CCN(S(C)(=O)=O)CC3)cc2)c1
  A: 2% | B: 0% | C: -15% | D: 14% | E: -7% | F: 5% | G: 1% | H: 10%

C/C(Nc1ccc2oc(=O)ccc2c1)=C1/C(=O)CC2[C@@H]1C2(C)C (some centres not stated)
  A: 3% | B: x | C: u | D: x | E: -20% | F: -2% | G: 14% | H: 18%

O=C(NCC12CC3CC(CC(C3)C1)C2)c1nn2cccnc2c1Cl
  A: -7% | B: -12% | C: -6% | D: 1% | E: -20% | F: -11% | G: -3% | H: -16%

Cc1ccc(NC(=O)c2cc(-c3ccc(C)o3)nc3ccccc23)nc1
  A: -2% | B: 2% | C: u | D: -12% | E: -11% | F: 4% | G: 10% | H: 8%[1.9 µM]

CCCCn1c(SCC(=O)c2ccc(OC)c(OC)c2)nc2cc(S(N)(=O)=O)ccc21
  A: -14% | B: -10% | C: -12% | D: 6% | E: -4% | F: 2% | G: 2% | H: -1%

O=Cc1cc(N=Nc2ccccc2Cl)ccc1O
  A: -2% | B: -5% | C: 13µM* | D: 5% | E: u | F: u | G: 0% | H: -47%[inhibitor][10 µM]

CC(C)c1ccc(CNc2cc(N3CCCC3)ccc2[N+](=O)[O-])cc1
  A: -6% | B: -4% | C: u | D: -8% | E: -22% | F: -3% | G: 0% | H: -17%

Three structures already listed, sorted by length of the SMILES, smallest number first.
Letters – A = GAA spleen mod; B = GAA inhib; C = Tau fibril ThT; D = GAA glycogen; E = Tau fluor counter; F = Tau fibril FP; G = aGal spleen mod; H = HTT ATP protect
CC(C)c1ccc(CNc2cc(N3CCCC3)ccc2[N+](=O)[O-])cc1
  A: -6% | B: -4% | C: u | D: -8% | E: -22% | F: -3% | G: 0% | H: -17%

Cc1cccc(OCC(=O)Nc2ccc(N3CCN(S(C)(=O)=O)CC3)cc2)c1
  A: 2% | B: 0% | C: -15% | D: 14% | E: -7% | F: 5% | G: 1% | H: 10%

CCN(CC)S(=O)(=O)c1ccc(Cl)c(NC(=O)COC(=O)c2c(C)noc2C)c1
  A: -10% | B: 3% | C: 0% | D: -3% | E: -10% | F: -6% | G: -7% | H: -21%[10 µM]
